Screening data deposited in PubChem BioAssay by National Center for Advancing Translational Sciences (NCATS).
KDM5B inh – blocks human KDM5B histone demethylase activity. Q9UGL1. KDM5B demethylase, FDH-coupled NADH fluorescence (FDH is formaldehyde dehydrogenase). Potency, µM (titrated, usually from 57.7 µM), inactives show top-dose activity change, negative = inhibition, hits mostly inhibitors. actives 2.6% (n = 220,000); active = well fitted inhibition curve with a large enough effect; inconclusive = small, poorly fitted or top-dose-only effect; inactive = no such curve, though single readings can be large or run the other way; note: 0% is about no effect; nearly all actives have a fitted effect of over 70% in size
Target sequence (Q9UGL1 whole entry, looked up): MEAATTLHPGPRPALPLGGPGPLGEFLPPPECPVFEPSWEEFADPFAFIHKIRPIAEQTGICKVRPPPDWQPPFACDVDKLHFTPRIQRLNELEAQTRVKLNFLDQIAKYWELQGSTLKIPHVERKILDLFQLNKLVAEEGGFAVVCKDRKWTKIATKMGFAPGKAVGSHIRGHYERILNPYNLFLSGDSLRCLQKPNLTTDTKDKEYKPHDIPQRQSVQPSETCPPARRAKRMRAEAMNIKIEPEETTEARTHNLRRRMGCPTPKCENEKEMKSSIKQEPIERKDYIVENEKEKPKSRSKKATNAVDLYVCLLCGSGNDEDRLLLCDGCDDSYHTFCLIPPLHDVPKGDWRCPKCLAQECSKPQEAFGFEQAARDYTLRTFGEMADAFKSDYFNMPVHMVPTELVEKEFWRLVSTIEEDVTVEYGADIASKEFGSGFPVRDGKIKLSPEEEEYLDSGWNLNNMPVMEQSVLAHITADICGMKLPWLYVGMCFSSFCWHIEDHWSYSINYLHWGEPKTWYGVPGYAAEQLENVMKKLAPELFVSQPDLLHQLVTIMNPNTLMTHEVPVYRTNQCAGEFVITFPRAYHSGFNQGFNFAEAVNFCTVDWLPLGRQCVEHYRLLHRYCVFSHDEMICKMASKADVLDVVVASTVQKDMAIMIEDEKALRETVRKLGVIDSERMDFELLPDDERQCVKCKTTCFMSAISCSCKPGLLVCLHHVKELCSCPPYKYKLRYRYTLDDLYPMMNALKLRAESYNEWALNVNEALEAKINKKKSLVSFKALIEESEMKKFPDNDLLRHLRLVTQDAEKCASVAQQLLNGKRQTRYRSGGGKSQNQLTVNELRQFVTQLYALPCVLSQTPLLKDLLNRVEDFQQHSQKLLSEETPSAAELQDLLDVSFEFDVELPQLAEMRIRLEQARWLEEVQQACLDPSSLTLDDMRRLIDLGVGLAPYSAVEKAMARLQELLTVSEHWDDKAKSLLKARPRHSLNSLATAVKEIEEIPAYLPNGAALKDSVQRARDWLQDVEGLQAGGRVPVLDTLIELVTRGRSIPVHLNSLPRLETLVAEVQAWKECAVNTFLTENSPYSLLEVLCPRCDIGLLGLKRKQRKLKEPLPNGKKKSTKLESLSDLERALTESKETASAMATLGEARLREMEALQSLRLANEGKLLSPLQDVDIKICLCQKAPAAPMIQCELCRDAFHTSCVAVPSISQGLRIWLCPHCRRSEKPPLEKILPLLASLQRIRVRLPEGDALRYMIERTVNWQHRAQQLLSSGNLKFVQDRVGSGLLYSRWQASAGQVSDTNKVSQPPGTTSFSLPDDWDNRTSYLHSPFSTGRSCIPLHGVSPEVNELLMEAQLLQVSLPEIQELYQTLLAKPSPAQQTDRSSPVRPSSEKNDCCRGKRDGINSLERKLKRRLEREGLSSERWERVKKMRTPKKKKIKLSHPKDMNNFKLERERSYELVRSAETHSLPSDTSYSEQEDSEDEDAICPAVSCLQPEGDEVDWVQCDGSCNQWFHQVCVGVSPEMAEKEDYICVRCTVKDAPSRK
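Inhibition is measured as reduced NADH fluorescence generation from FDH coupling to formaldehyde release. Truncated KDM5BΔAP at 200 nM final acts on H3K4me3 peptide (12.5 µM in substrate mix) in pH 7.5 HEPES buffer with Tween-20, 30 min, room temperature.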
Numbers without * were called inactive; ? = inconclusive; & = joins results of further samples; [ ] = dose if it differs, or a comment. Potency is the fitted concentration of half-maximal effect.

cpd	Structure	KDM5B inh
1	CSc1nnc(NC(=O)c2cc(=O)c3cccc(C)c3o2)s1	6%
2	CC(C)(C)c1csc(NC(=O)C[C@H]2NC(=O)c3ccccc3NC2=O)n1	-25%
3	O=C(NCCc1cccnc1)C1CCc2sc(C(=O)N3CCCCC3)cc2C1 (stereo unspecified)	29%
4	CS(=O)(=O)c1ccc(OCC2(CNC(=O)c3cnccn3)C[C@@H](O)[C@@H](O)C2)cc1 (stereo partly specified)	-13%
5	Cc1ccc(NC(=O)N2CCCCC2c2nc(CCOCC3CC3)no2)cc1C (stereo unspecified)	-22%
6	CCCNc1c(NC(=O)COc2ccc(Cl)cc2)c(=O)oc2ccccc12	12%
7	COCCn1c(=O)c2c(n1Cc1ccccc1)CN(Cc1ccc3c(c1)CCO3)CC2	?
8	COc1ccc(OC)c(NC(=O)CCN2CCC(C)CC2)c1	4%
9	COc1cccc(CN2CCC3(C2)NC(=O)c2ccccc2O3)c1 (stereo unspecified)	-10%[86.2 µM]
10	Cc1cc(C)c(S(=O)(=O)Nc2ccc3oc(C)c(C(=O)OC(C)C)c3c2)cc1C	-25%
11	CCOC(=O)c1ccc(NC(=O)c2cnn(-c3ccc(C)cc3C)c2C2CCN(C(=O)OC(C)(C)C)CC2)cc1	?
12	Cc1ccccc1C(=O)OC(C)CN1CCCCC1 (stereo unspecified)	25%
13	CC(=O)Nc1ccc(CN2CCC[C@H]2c2nc(-c3ccnc(NS(C)(=O)=O)c3)no2)cc1	?
14	CCn1ncc(CN2C[C@@H](CO)[C@H](NC(C)=O)C2)c1C	-24%
15	COc1cccc(NC(=O)CSc2nnc(-c3cccs3)o2)c1	-10%
16	Cn1c(=O)cc(SCC(=O)NCc2ccc(F)cc2)c2cc(Cl)ccc21	-9%
17	COc1ccc(C(=O)N2CCC(C(=O)N(C)Cc3ccccc3C)CC2)c2ccccc12	5%
18	CCOc1ccc(C(=O)c2cn(CC(=O)Nc3ccc(C)c(C)c3)c3ccc(OCC)cc3c2=O)cc1	5%
19	c1ccc(CCNc2ncncc2-c2nc(-c3ccccc3)no2)cc1	35µM*
20	CCCn1nc(C(=O)Nc2ccc(C)cn2)c2ccccc2c1=O	16%
21	COc1ccc(CN(C(=O)Nc2cccc(Cl)c2)c2ccccn2)cc1OC	?
22	Cc1ccc(C2Cn3nnc(C(=O)N4CCN(C(=O)COc5cccc(C)c5)CC4)c3CO2)cc1 (stereo unspecified)	24%
23	O=C(COC(=O)C12CC3CC(CC(Cl)(C3)C1)C2)Nc1ccc([N+](=O)[O-])cc1Cl	27%
24	Cc1nn(CC(=O)N2CCCCCC2)c(C)c1S(=O)(=O)NC(C)(C)C	-8%

Copied from the list.
KDM5B inh, `Cc1nn(CC(=O)N2CCCCCC2)c(C)c1S(=O)(=O)NC(C)(C)C` is entered as -8%
KDM5B inh, `Cc1ccc(C2Cn3nnc(C(=O)N4CCN(C(=O)COc5cccc(C)c5)CC4)c3CO2)cc1` (stereo unspecified) is entered as 24%
KDM5B inh, `CCn1ncc(CN2C[C@@H](CO)[C@H](NC(C)=O)C2)c1C` is entered as -24%
KDM5B inh, `O=C(COC(=O)C12CC3CC(CC(Cl)(C3)C1)C2)Nc1ccc([N+](=O)[O-])cc1Cl` is entered as 27%
KDM5B inh, `c1ccc(CCNc2ncncc2-c2nc(-c3ccccc3)no2)cc1` is entered as 35µM*

The list continues:
cpd	Structure	KDM5B inh
25	Cc1cc(=O)n(CC(=O)Nc2ccc(C)c(F)c2)c(N2CCc3ccccc3C2)n1	?
26	CCCNc1cc(N2CCC(CCC(=O)NCC)CC2)ncn1	-10%
27	COCC(=O)Nc1ccc([C@@H](O)[C@H]2COCC(=O)N2Cc2ccncc2)cc1	12%[86.2 µM]
28	O=C(Cn1cccc1-c1nc(-c2ccc3c(c2)OCO3)no1)N1CCN(c2ccccc2)CC1	13%
29	Cn1nc(C(=O)NCc2ccccn2)c2ccccc2c1=O	11%
30	c1ccc2oc([C@H]3CCN(C4CCCCC4)C3)nc2c1	?
31	CCCCCCn1nnc2sc(-c3ccccc3)cc2c1=O	?
32	COCCCNC(=O)CNC(=O)c1nn(-c2ccc(OC)cc2)c(=O)c2ccccc12	33%
33	COCCN(C)C[C@H]1C[C@H](CO)CN(C(=O)c2csc(C(C)=O)c2)C1	-28%
34	CC(C)N1C[C@@H]2C[C@H]1C(=O)N(Cc1ccc(OC(F)(F)F)cc1)c1ccccc1O2	?
35	Clc1ccc(-c2cc(CN3CCCCC3)no2)cc1Cl	13%
36	Cc1ccc(-n2c(=O)c3oc4ccccc4c3n(CC(=O)Nc3ccccc3)c2=O)cc1C	?
37	CCCCCCC#Cc1cncc(C(=O)NNC(=O)Nc2cc(Cl)cc(Cl)c2)c1	22%
38	COc1ccc(Cl)cc1NC(=O)CCCN1C(=O)C(c2ccccc2)Oc2cccnc21 (stereo unspecified)	-1%
39	CCOCC1(C)COc2ccc(C(=O)Nc3cccc(OC)c3)cc2N1 (stereo unspecified)	32µM*
40	CN(CC(=O)O)C(=O)[C@H]1C[C@@](C)(C(=O)O)N(C)[C@H]1c1ccc(Cl)cc1	?
41	O=C(O)c1ccccc1CN1CCC2(Cc3ccccc3CNC2=O)C1 (stereo unspecified)	0%[115 µM]
42	CC(O)CNc1nc2c(c(=O)n(C)c(=O)n2C)n1Cc1cccc(Br)c1 (stereo unspecified)	21%
43	Cc1ccc(CN2CCCC(Cc3ncc(C)n3Cc3ccccc3)C2)o1 (stereo unspecified)	?
44	Cc1ccsc1C(=O)N1CCCC(n2cc(-c3nc(C4CC4)no3)nn2)C1 (stereo unspecified)	29%
45	CCC(=O)N1c2ccccc2CC1C(=O)NCCc1ccccc1OC (stereo unspecified)	-10%
46	COC(=O)c1ccc(C2c3c(oc4ccc(C)cc4c3=O)C(=O)N2Cc2ccc3c(c2)OCO3)cc1 (stereo unspecified)	-3%
47	COc1ccc(NC(=O)C(=O)c2c(C)[nH]c3ccccc23)cc1	-16%
48	CC(C)CN(C)C(=O)/C=C/c1ccc(-c2ccccc2)s1	-23%

Ordered by SMILES length (highest first): some entries from above
cpd	Structure	KDM5B inh
37	CCCCCCC#Cc1cncc(C(=O)NNC(=O)Nc2cc(Cl)cc(Cl)c2)c1	22%
44	Cc1ccsc1C(=O)N1CCCC(n2cc(-c3nc(C4CC4)no3)nn2)C1 (stereo unspecified)	29%
47	COc1ccc(NC(=O)C(=O)c2c(C)[nH]c3ccccc23)cc1	-16%
48	CC(C)CN(C)C(=O)/C=C/c1ccc(-c2ccccc2)s1	-23%

Continuation.
cpd	Structure	KDM5B inh
49	COc1ccc(-c2nc(C)c(CCNS(=O)(=O)c3ccc(Cl)s3)s2)cc1	?
50	COc1ccc(-c2nc3c(c(=O)[nH]2)CCN(C(=O)Nc2ccccc2Cl)C3)cc1	54%[activator]
51	COc1ccc(S(=O)(=O)N2CCCCCC2)cc1NC(=O)CSc1nnc2ccccn12	12%
52	Cc1ccc(S(=O)(=O)NC2CCN(C(=O)Cc3ccc(F)cc3)CC2)cc1	19%
53	COc1ccc(-c2cn3c(n2)N(C(=O)Cc2cccs2)CCC3)cc1	?
54	COCC(=O)N(C1CCOCC1)C1CCN(C(=O)c2ccncc2)CC1	18%
55	O=[N+]([O-])CC(c1ccc(F)cc1)c1c[nH]c2ccccc12 (stereo unspecified)	-2%
56	CCOCCN1CCN([C@@H]2c3ccccc3C3(CCNCC3)[C@H]2O)CC1	?
57	CCONC(=O)C(C)Oc1ccc(OC)cc1 (stereo unspecified)	3%
58	C/C(=N\O)c1cc2c(ccc3ccccc32)oc1=O	17%
59	Cc1ccc(C(=O)c2sc(Nc3ccccc3F)c(S(=O)(=O)c3ccccc3)c2N)c(C)c1	?
60	COc1ccccc1CNS(=O)(=O)c1c(C)nc2sccn2c1=O	-16%
61	COc1ccc(NC(=O)COc2ccc3c(C)c(C)c(=O)oc3c2)cc1	-6%
62	CN1CCC(NC[C@H]2Cn3c(-c4ccc5c(c4)OCCO5)cnc3CO2)CC1	?
63	C=C(C)[C@@H]1CCC2(C(=O)OC)CC[C@]3(C)C(CCC4[C@@]5(C)C/C(=C\c6ccccc6OC)C(=O)C(C)(C)C5CC[C@]43C)C12 (stereo partly specified)	5%
64	CN(C)c1ccc(C2Nc3ccccc3C(=O)N2CCN2CCNC2=O)cc1 (stereo unspecified)	15%
65	N#Cc1c(N)n[nH]c1CCCNC(=O)c1cn(-c2ccccc2)nc1-c1ccccc1	14%
66	CC(C)CNc1nc(C(=O)Nc2ccc3[nH]ccc3c2)cs1	1%
67	O=c1c(N2CCc3ccccc3C2)csc2ccc(Br)cc12	?
68	N=C1C(c2nc(-c3ccc(Cl)cc3)cs2)=C(O)CN1NC(=O)c1ccc2c(c1)OCO2	8%
69	COc1cccc(N2C(=O)N[C@@H]3CCN(S(=O)(=O)c4ccccc4)[C@@H]3C2=O)c1	27%[86.2 µM]
70	COCCCn1c(SC(C)C(=O)c2ccc(OC)cc2)nnc1-c1ccc(Cl)cc1 (stereo unspecified)	16%
71	COc1ccc(NC(=O)c2cc(-c3ccc4c(c3)OCO4)on2)cc1OC	-10%
72	CCc1ccc2c(c1)c(=O)c(S(=O)(=O)c1ccccc1)cn2CC(=O)Nc1cc(C)ccc1C	?
73	CC(C)c1noc([C@H]2C[C@@H]3C(=O)NCCCCCCN(C(=O)Cc4ccccc4)[C@@H]3C2)n1	-21%
74	COc1ccccc1N1CCN(C(=O)C2CCN(C(=O)c3cccc(Cl)c3)CC2)CC1	27%
75	COCC(=O)N[C@@H]1CN(S(=O)(=O)Cc2ccccc2)CC[C@@H]1c1nc(C)no1	32%
76	CCC(CC)C(=O)Nc1cccc(-c2nc3ncccn3c2C)c1	?
77	CN1CCN(C(=O)C2CCCN(S(=O)(=O)c3ccc(Br)cc3)C2)CC1 (stereo unspecified)	30%
78	O=C(CN1CCCCC1)Nc1cc(S(=O)(=O)N2CCOCC2)ccc1N1CCCC1	0%
79	O=C1CC(c2ccccc2)CC(=O)C1=CN1CCCC1 (stereo unspecified)	17%
80	COc1ccc(-c2ccc3c(c2)C(=O)N2CC[C@H](n4nnc(C(N)=O)c4C(N)=O)C[C@H]2C(=O)N3)c(OC)c1	-18%
81	CC(C)(CNC(=O)CCCNC(=O)C1CC1)c1ccc(Br)cc1	20%
82	Cc1noc(C)c1[S+](=O)([O-])N1CCCC(c2nn(-c3ccc(F)cc3)c(=O)[nH]2)C1 (stereo unspecified)	-9%
83	COc1ccc(OC)c(CN2C(=O)CSCCC2(C)c2nnnn2C2CCCC2)c1 (stereo unspecified)	7%
84	O=C(Cc1c[nH]c2ncc(-c3ccccc3C(F)(F)F)cc12)NCc1cccnc1	?
85	Cc1ccccc1CN1CCc2nc(N3CCN(c4ccccn4)CC3)ncc2C1	?
86	O=C(Nc1ncn(Cc2c(F)cccc2Cl)n1)c1ccn(COc2ccc(Cl)cc2)n1	2%
87	CN1Cc2cccn2CC1CNC(=O)C1(S(=O)(=O)c2ccc(Cl)cc2)CC1 (stereo unspecified)	14µM*
88	O=Cc1n[nH]nc1-c1ccccc1	1%
89	CCn1c(CNC(C)c2ccc(Cl)c(Cl)c2)nc2cc(S(=O)(=O)N3CCOCC3)ccc21 (stereo unspecified)	-13%
90	Cc1ccc(C(=O)Nc2cccc3cccnc23)cc1	4%
91	C#CC(CC)(CC)NC(=O)Cc1cc(OC)c(OC)c(OC)c1	16%
92	CC(C)(N)c1nnnn1-c1ccc2c(c1)OCO2	-12%
93	O=C1c2ccccc2S(=O)(=O)N1Cc1nc(-c2ccc(F)cc2)cs1	-1%
94	CC(=O)N1CCC(Cc2ccc(C(=O)O)cc2)CC1	-12%
95	COc1ccc(CCNC(=O)C2(c3ccc(OC)cc3)CCOCC2)cc1	-6%&12%[115 µM]
96	Cc1nnc2ccc(NCc3ccccc3F)nn12	?
97	O=S(=O)(Nc1cccc(F)c1)c1ccc2[nH]c3c(c2c1)CCCCC3	?
98	CNC(=O)[C@@H]1CN(C(=O)c2cccc(C)n2)C[C@H]1COC	-9%
99	CCC(CC)c1nn2c(=O)cc(COc3ccc(NC(=O)c4ccc(Cl)cc4)cc3)nc2s1	-2%
100	C#CCN(C)S(=O)(=O)c1ccc(N2CCCC2)cc1Br	3%
101	C/C(=N/NC(=O)c1cccs1)c1ccc(Cl)cc1	4%
102	O=C(O)c1ccccc1C(=O)N[C@H]1CO[C@H]2[C@@H]1OC[C@@H]2n1nnnc1Oc1ccc(-n2ccnc2)cc1	5%
103	COc1ccc(Nc2nnc(-c3cc4cccc(OC)c4oc3=O)s2)cc1	21%
104	COc1cc(OC)c(NC(=O)N2CCCC2c2nncn2C2CCCC2)cc1Cl (stereo unspecified)	50%[activator]
105	CC(C)(C)OC(=O)NCCCCCc1nnc(SCc2cccc(F)c2)o1	4%
106	OC(COc1ccccc1)CN(CCc1ccc(Cl)cc1Cl)CC(O)COc1ccccc1 (stereo unspecified)	-19%
107	O=C(CSc1nnc(-c2ccc(Cl)cc2)o1)N1CCOCC1	21%
108	NC(=O)c1cc[nH]c1C1CCCN(C(=O)COc2ccc(Cl)cc2)C1 (stereo unspecified)	-11%

(next part)
cpd	Structure	KDM5B inh
109	C[C@]1(CO)[C@H]2Cc3sc(NC(=O)c4c(F)cccc4F)nc3[C@@H](CC(=O)NCc3ccccc3)[C@]2(C)CC[C@H]1O	-26%
110	CCc1ccc(-c2nc(SCc3cc(=O)n4nc(C)sc4n3)n[nH]2)cc1	18%
111	Cn1nc(C(=O)Nc2ccc(OCC(N)=O)cc2)c2ccccc2c1=O	-5%
112	O=C(CCl)N1CCN(CC(=O)N2CCCC2)CC1	?
113	COc1cccc(-c2cn3c(n2)sc2cc(C(=O)NCc4ccccc4F)ccc23)c1	?
114	CCNC(=O)N[C@H]1CO[C@H]2[C@@H]1OC[C@H]2OC(=O)Nc1cccc(C(F)(F)F)c1	15%[86.2 µM]

Only part of the results is shown; count on the stated rates, not on these rows.
